FLuc inhib CS: firefly luciferase enzyme inhibitors, primary screen, artefact control for luciferase-based inhibitor screens, biochemical, luminescence, ATPLite | 10 min | Luciferin 4-monooxygenase (Photinus pyralis), P08659 | 200,000 tested, 1.5% active | inhibition, % at 10 µM;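 active = inhibition above about 50% when tested at 10 µM, limit read from the data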
Target sequence (P08659 whole entry, looked up): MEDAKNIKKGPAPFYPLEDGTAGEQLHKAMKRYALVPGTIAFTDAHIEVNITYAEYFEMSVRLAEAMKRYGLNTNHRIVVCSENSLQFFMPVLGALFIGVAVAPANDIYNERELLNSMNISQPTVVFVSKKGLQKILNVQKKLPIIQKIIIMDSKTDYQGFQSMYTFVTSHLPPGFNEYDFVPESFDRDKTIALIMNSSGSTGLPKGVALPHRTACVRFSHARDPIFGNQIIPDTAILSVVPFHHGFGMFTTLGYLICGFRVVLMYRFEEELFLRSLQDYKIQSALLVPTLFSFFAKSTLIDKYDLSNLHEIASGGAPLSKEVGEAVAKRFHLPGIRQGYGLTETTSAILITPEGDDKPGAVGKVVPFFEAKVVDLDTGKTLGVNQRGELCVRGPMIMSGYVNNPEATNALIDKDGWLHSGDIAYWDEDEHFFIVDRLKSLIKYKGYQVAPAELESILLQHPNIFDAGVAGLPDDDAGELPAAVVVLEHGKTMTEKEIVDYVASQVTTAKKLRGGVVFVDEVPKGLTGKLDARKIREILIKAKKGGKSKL
STAT1 blocker: STAT1 signaling inhibitors, primary screen, cell-based, HTS, luciferase reporter; NIH 3T3 STAT1-luciferase reporter, IFN-gamma, luminescence; inhibition, % at 5.5 µM; 200,000 tested, 0.35% active; AID 920, 2007;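 active = inhibition above a set limit, the mean inhibition across all tested compounds plus 3 SD, cut at about 34% in these data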;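 note: 0% = IFN-gamma with DMSO and 100% = IFN-gamma with 300 µM nifuroxazide; values of inactives mirror those of a sister screen read the other way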
FLuc stim CS: FLuc activators, initial screening, artefact control for FLuc-dependent activation tests, biochemical, ATPlite luminescence | activation factor at 10 µM | 200,000 tested, under 10 active | Luciferin 4-monooxygenase (Photinus pyralis), P08659 | ATPlite luciferase biochemical, 10 min; 0 = ATP-free wells, 1 = DMSO control | AID 1027, 2008;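 active = luciferase activation factor, scaled between plate controls, of at least 2 with compound at 10 µM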
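Assay system: Luciferase/luciferin reagent mix; Medium: PBS as buffer for the ATP substrate; Dosing: test compounds dosed from 2 mM stocks in 100% DMSO; Times: 10 min, room temperature; Signal: luminescence from luciferase reaction; Read-out: luciferase activation; Controls: No-ATP low control, compound-free enzyme-plus-ATP high control.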
STAT1 activator: STAT1 signaling activators, primary screen, cell-based, HTS, luciferase reporter | NIH 3T3 STAT1-luciferase reporter, IFN-gamma, luminescence; 100% = IFN-gamma alone, no compound | activation (% of control), % at 5.5 µM | 200,000 tested, 2.6% active;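 active = activation above the screen-wide mean activation plus 3 SD, cut at about 130% in these data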;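 note: raw ratio to IFN-gamma control signal so 100% means no change and 0% no light; values of inactives mirror those of a sister screen read the other way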
APP 5'UTR act: activators of APP 5'UTR luciferase reporter, primary screen, SH-SY5Y cells. SH-SY5Y APP 5'UTR luciferase reporter, luminescence; zero percent = DMSO vehicle wells. activation, % at 2 µM. 190,000 tested, 1% active. AID 1276, 2008;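 active = activation above a set limit, based on mean plus 3 SD of controls, cut at about 140% in these data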; note: values of inactives mirror those of a sister screen read the other way
APP transl inh: inhibitors of APP translation via 5'UTR reporter, primary screen, APP 5'UTR luciferase, SH-SY5Y cells; 190,000 tested, 0.82% active; AID 1285, 2008; SH-SY5Y APP 5'UTR-luciferase reporter, luminescence; inhibition, % at 2 µM;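 active = inhibition above a set limit, derived from the sample mean plus 3 SD, cut at about 45% in these data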; note: values of inactives mirror those of a sister screen read the other way
ROMK primary: ROMK potassium channel modulators, primary screen, cell-based, thallium flux, MLSMR library; AID 1918, 2009; 130,000 tested, 2% active; B-score at 10 µM; Tet-inducible ROMK, thallium flux fluorescence; actives lie on both sides;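 active = signal ratio slope over the read window, or its plate-corrected B-score, at least 3 SD from the plate mean, either direction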;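 note: B-score of the F/F0 ratio slope over 7 to 12 s after thallium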
Target sequence (P48048 whole entry, looked up): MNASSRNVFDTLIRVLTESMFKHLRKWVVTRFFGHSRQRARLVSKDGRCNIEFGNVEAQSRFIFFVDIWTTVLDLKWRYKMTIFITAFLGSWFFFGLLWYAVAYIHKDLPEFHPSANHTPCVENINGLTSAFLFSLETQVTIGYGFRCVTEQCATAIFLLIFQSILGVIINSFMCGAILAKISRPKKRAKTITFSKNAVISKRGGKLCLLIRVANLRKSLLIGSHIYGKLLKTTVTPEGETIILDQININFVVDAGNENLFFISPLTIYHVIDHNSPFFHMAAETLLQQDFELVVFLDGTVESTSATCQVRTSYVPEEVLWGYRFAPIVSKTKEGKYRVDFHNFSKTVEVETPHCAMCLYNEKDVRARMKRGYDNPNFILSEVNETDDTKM
STAT3 activator: IL-6 driven STAT3 reporter potentiators, primary screen, U3A cells, luciferase, luminescence, MLSCN library; 190,000 tested, 0.91% active; activation (% of control), % at 5.6 µM; IL-6 STAT3-luciferase reporter; 100% = signal with IL-6 EC80 alone; AID 871, 2007;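 active = activation above the screen-wide mean of compound activation plus 3 SD, cut at about 130% in these data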;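 note: 0% = background luminescence of wells with medium and substrate only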
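Test system: human U3A cells carrying STAT3-luciferase construct; control set: IL-6-only wells as 100% reference; timing: compound pre-incubation 1 h before IL-6, then 6 h stimulation at 37 °C; also added: IL-6 stimulus at 33 ng/mL final; evaluation: % activation versus median of IL-6-stimulated wells; detection: reporter luminescence signal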
NF-kB neuron act: activators of NF-kB expression in neurons, primary screen, cell-based, HTS; human neuronal cells, NF-kB reporter expression; hits give high values; fold change at 12.5 µM; 190,000 tested, 1.6% active; in the data active = fold change above about 3.3
STAT3 blocker: IL-6 driven STAT3 reporter inhibitors, primary screen, U3A cells, luciferase, luminescence, MLSCN library; AID 862, 2007; 190,000 tested, 0.89% active; IL-6 STAT3-luciferase reporter; host cell line lacks STAT1; inhibition, % at 5.5 µM;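 active = inhibition above the mean inhibition across all screened compounds plus 3 SD, cut at about 44% in these data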;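 note: 0% = DMSO only wells and 100% = 100 µM nifuroxazide control wells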
The depositor's hits bear a star; . = no result given.

SMILES	FLuc inhib CS	STAT1 blocker	FLuc stim CS	STAT1 activator	APP 5'UTR act	APP transl inh	ROMK primary	STAT3 activator	NF-kB neuron act	STAT3 blocker
COC(=O)C1=C(C)N(c2ccc(C)c(C)c2)/C(=C/c2ccc(O)cc2)C1=O	-8.2	23.0	1.1	78.3	-0.4	0.4	1.22	88.5	1.05	23.0
Cc1ccc(C(=O)C2=C(O)C(=O)N(Cc3ccccc3)C2c2cccnc2)o1 (configuration not stated)	-4.7	36.6*	1	66.2	4.8	-4.8	.	94.3	0.83	6.2
COc1ccc(C(=O)Nc2ccc3c(c2)nc(CN2CCN(C(C)=O)CC2)n3C)cc1	3.4	-3.2	1	103.0	7.8	-7.8	.	95.8	0.95	8.6
CN(Cc1nc(Cc2ccccc2F)no1)[C@@H]1CS(=O)(=O)C[C@H]1O	-9.6	-10.3	1.1	108.5	9.1	-9.1	0.707	80.6	1.1	31.1
COc1cccc(OC)c1C(=O)N1CCN(c2ccccn2)CC1	6.2	0.1	0.9	102.4	-3.2	3.2	0.0563	97.6	1.1	6.1
CCOC(=O)N1CCN(C(=O)CCn2nc(-c3ccc(Cl)cc3)ccc2=O)CC1	-4.8	7.7	1	93.0	14.9	-14.9	-0.144	102.5	1.01	4.7
O=C(Oc1ccc2c(=O)c(Cl)coc2c1)c1ccncc1	1.7	-4.4	1	104.0	-1.3	1.3	.	98.9	1.3	5.1
CCN(CC)C(=O)c1ccc(C(=O)c2c(C)cc(C)cc2C)cc1	-0.9	-0.2	1	100.2	14.4	-14.4	-0.207	97.3	0.78	6.6
CC(C)C(=O)N1CCN(c2nc(-c3ccccc3)c3c(c2C#N)CC(C)(C)OC3)CC1	-6.3	9.6	1.1	91.2	4.8	-4.8	-0.0671	101.0	0.85	0.7
CC(=O)/C(C#N)=C1\NC(=O)C(Cc2ccccc2Cl)S1 (configuration not stated)	-6.8	-12.8	1.1	111.7	-3.6	3.7	1.97	118.7	2.08	-14.1
COc1ccc(C(=O)NCCC2=CCCCC2)cc1OC	-5.7	-18.6	1.1	117.2	35.4	-35.4	0.0721	103.3	1.93	-7.1
Cn1cc(-c2nnc(-c3ccccc3)o2)c2ccccc21	59.1*	-65.2	0.4	158.7*	129.6	-129.6	.	116.0	5.18*	-16.2
N#Cc1ccccc1Sc1ccccc1C(=O)Nc1ccccc1	-1.9	7.2	1	93.4	9.5	-9.5	.	100.5	1.19	-0.3
O=[N+]([O-])c1ccc(-c2nc(=S)c3c(o2)CCCC3)cc1	-5.7	7.4	1.1	93.2	16.3	-16.3	0.834	99.0	1.26	4.9
CCOc1ccc(S(=O)(=O)N(C)c2ccc(OCC(=O)N3CCOCC3)cc2)cc1	-0.3	4.1	1	96.2	18.8	-18.8	0.992	105.6	0.92	-10.0
O=c1cc(-c2ccccc2Cl)oc2ccc([N+](=O)[O-])c(O)c12	2.8	7.8	1	92.9	-5.7	5.7	0.351	103.6	1.55	-7.1
CCOC(=O)NC(NC(=S)Nc1ccccc1OC)C(Cl)(Cl)Cl (configuration not stated)	-2.8	15.9	1	85.6	9.9	-9.9	-0.395	103.2	0.87	-0.1
CCC(=O)Nc1cccc(NC(=S)NC(=O)c2cccs2)c1	10.4	-36.5	0.9	132.5*	32.2	-32.2	.	109.1	1.81	-10.8
O=C(Nc1cccc(C(F)(F)F)c1)OCCN1CCN(Cc2ccccc2)CCC1=O	-8.4	8.2	1.1	92.5	-16.3	16.3	-1.68	105.2	0.93	-9.0
COc1cccc(-c2cc(N)nn2C(=O)Nc2ccc(Cl)cc2)c1	-1.8	-7.3	1	106.6	-16.3	16.3	.	104.9	1.36	-0.6

STAT1 activator: hit marks shown above
SMILES | FLuc inhib CS | STAT1 blocker | FLuc stim CS | STAT1 activator | APP 5'UTR act | APP transl inh | ROMK primary | STAT3 activator | NF-kB neuron act
Cn1cc(-c2nnc(-c3ccccc3)o2)c2ccccc21 | 59.1* | -65.2 | 0.4 | 158.7* | 129.6 | -129.6 | . | 116.0 | 5.18*
CCC(=O)Nc1cccc(NC(=S)NC(=O)c2cccs2)c1 | 10.4 | -36.5 | 0.9 | 132.5* | 32.2 | -32.2 | . | 109.1 | 1.81

Going on with the list.
SMILES	FLuc inhib CS	STAT1 blocker	FLuc stim CS	STAT1 activator	APP 5'UTR act	APP transl inh	ROMK primary	STAT3 activator	NF-kB neuron act	STAT3 blocker
COc1ccccc1C(=O)C1CCCN(C(=O)CCc2ccccn2)C1 (configuration not stated)	1.1	4.7	1	94.2	24.1	-24.1	-0.0615	91.9	1.13	14.1
Oc1ccc(-c2[nH]ncc2-c2nc3ccccc3s2)c(O)c1	-7.2	12.1	1.1	88.5	16.1	-16.1	-1.8	87.4	1.08	19.0
CCc1ccc(NC(=O)C(=O)NCC(O)c2ccccc2)cc1 (configuration not stated)	-0.6	-11.6	1	107.8	5.1	-5.1	0.00695	101.1	1.08	3.5
CC(=O)C1=C(c2ccccc2)NC(=S)NC1c1cc(Cl)c(OC(C)C)c(Cl)c1 (configuration not stated)	-0.4	21.9	1	80.0	20.4	-20.4	.	77.2	0.82	25.8
Cc1ccc(-n2nnnc2-c2cnc(-c3cccnc3)nc2C(F)(F)F)cc1	-10.4	15.8	1.1	85.4	-3.9	3.9	-1.13	89.9	0.83	12.4
O=C(O)CCC(=O)CCC(=O)c1ccc(Cl)cc1	-0.6	-3.0	1	103.1	2.9	-2.9	-1.34	103.1	1.05	-2.6
CCOc1ccc(OCC)c(NC(=O)CSc2nnnn2CC)c1	-3.8	4.8	1	99.5	-3.6	3.6	.	100.8	1.11	2.8
Cc1ccc(/C=C/C(=O)NCc2ccc3c(c2)OCO3)o1	-3.3	-0.6	1	100.5	-8.3	8.3	-0.252	99.8	1.44	4.1
CC1CCCCC1NC(=O)C1CCN(S(=O)(=O)c2cccc3nsnc23)CC1 (configuration not stated)	-6.8	-6.3	1.1	105.8	-3.0	3.0	1.67	100.4	1.22	5.2
c1ccc(CSc2nnc3ccc(-c4ccco4)nn23)nc1	-3.3	-11.6	1	108.9	19.7	-19.7	0.9	94.5	1.46	16.1
O=C(CN(Cc1ccccc1)C1=NCCS1)c1ccccc1	-4.7	-0.7	1	100.6	19.3	-19.3	.	101.2	1.1	-5.9
CCCc1nc2c(nnn2Cc2ccccc2F)c(=O)[nH]1	0.5	-3.2	1	103.0	-8.6	8.6	-0.264	109.8	0.97	-5.1
Cc1ccc(C)c(OCCn2c(=O)c3c(ncn3C3CCCC3)n(Cc3ccccc3)c2=O)c1	-3.8	15.0	1	86.6	-10.4	10.4	0.643	96.7	0.88	1.5
O=C(NCC(=O)N(Cc1cccs1)C(C(=O)NC1CCCCC1)c1ccncc1)c1ccco1 (configuration not stated)	-4.9	-1.4	1	101.3	11.9	-11.9	0	105.9	1.01	-6.1
COc1ccccc1NC(=S)N1CCN(c2nc(-c3ccccc3)cs2)CC1	-2.0	-0.6	1	99.2	0.3	-0.3	-2.36	91.6	0.86	15.0
Cc1cccc(C)c1NC(=O)COC(=O)CCC(=O)c1cccs1	4.0	-3.4	1	102.9	-6.8	6.8	-0.39	107.5	1.05	-0.8
O=[N+]([O-])c1ccc(N=Nc2ccc(O)cc2O)cc1	31.9	2.6	0.7	97.6	-15.3	15.3	2.03	88.5	1.02	11.1
CCOc1cc(N2CCOCC2)c(OCC)cc1NC(=O)CSc1ncn[nH]1	-3.2	0.3	1	99.1	-4.0	4.0	-0.358	104.9	1.22	-3.5
Cc1cc2ccccc2c(=O)n1CC(=O)Nc1ccc2c(c1)OCO2	-8.3	0.6	1.1	97.8	10.4	-10.4	0.554	97.0	1.07	7.9
COc1cc(C)c(C(N)=O)c(OC)n1	-0.1	2.1	1	96.4	6.9	-6.9	0.0283	101.0	1.46	3.2
CCN(CC)CCOc1c(C)cccc1Cl	-4.7	-0.9	1	100.7	9.5	-9.5	0.68	102.9	1.12	1.5
Cc1ccc(C(=O)Nc2nc3ccccc3s2)s1	59.9*	-62.8	0.4	157.1*	157.2*	-157.2	0.372	69.7	4.2*	41.2
NS(=O)(=O)c1ccc(CCNC(=O)Nc2ccc(Cl)cc2)cc1	0.2	-8.0	1	108.8	1.8	-1.8	.	102.9	1.07	3.2
CC(=O)NC(Cc1cccc(F)c1)C(=O)NC1CCN(C(=O)c2ccc(C)cc2)CC1 (configuration not stated)	-9.0	7.8	1.1	92.0	-0.4	0.4	1.12	99.1	0.98	7.9
Cc1ccc2c(c1)C(c1ccccc1)N(C(=O)C(C)C)CC(=O)N2 (configuration not stated)	-8.0	-3.6	1.1	103.3	.	.	.	100.3	1.34	8.5
COCCNC(=O)C(c1ccco1)N(C(=O)Cn1nnc2ccccc21)c1cc(C)ccc1C (configuration not stated)	-4.8	-2.9	1	102.7	2.8	-2.8	-0.684	98.7	1.33	4.3
O=C(Nc1ccccc1)Nc1ccccc1NS(=O)(=O)c1cccs1	-1.3	2.7	1	97.5	8.5	-8.5	-0.218	92.9	0.97	15.8
CC(=O)c1c(C(C)=O)c(C)n(-c2ccc(N)c(C)c2)c1C	-3.2	5.9	1	94.1	4.1	-4.1	0.687	100.0	1	1.2
CCOC(=O)/C(C#N)=C\c1ccco1	-5.9	-5.5	1.1	104.9	8.2	-8.2	1.86	110.0	0.99	-3.9
CC(=O)Oc1ccc2c(c1)cc(C)n2C	2.0	2.1	1	98.1	9.4	-9.4	1.37	103.6	0.76	-1.5
O=C(Nc1ncc(Cc2cccc(Cl)c2)s1)C1=NCCN1	-7.0	2.6	1.1	97.7	-1.5	1.5	0.496	98.8	1.23	9.1
O=C(CCn1c(=S)oc2ccccc21)Nc1ccc(F)cc1	-4.7	-3.3	1	103.3	-19.2	19.2	0.0369	93.8	1.02	15.2
Cn1c(=O)c2c(n(C)c1=O)=NC1(CCCCC1)N=2	-2.2	-1.8	1	101.7	7.5	-7.5	0	106.2	0.98	-6.5
CCN(Cc1ccccc1)C(=O)CCc1nnc(CCCc2ccccc2)o1	-2.5	-29.9	1	125.0	18.8	-18.8	-0.138	109.0	.	-5.0
O=C(NCCc1ccccc1)C(=O)NC1CCCCC1	-5.4	-13.9	1.1	112.9	-11.8	11.8	1.92	109.8	1.13	-15.2
CC(=O)NC(NC(=S)Nc1ccccc1Br)C(Cl)(Cl)Cl (configuration not stated)	-8.3	-2.6	1.1	102.0	9.7	-9.7	0.0213	99.6	1.37	2.7

Reformatted as comma-separated lines: part of the list above
SMILES,FLuc inhib CS,STAT1 blocker,FLuc stim CS,STAT1 activator,APP 5'UTR act,APP transl inh,ROMK primary,STAT3 activator,NF-kB neuron act,STAT3 blocker
O=C(NCCc1ccccc1)C(=O)NC1CCCCC1,-5.4,-13.9,1.1,112.9,-11.8,11.8,1.92,109.8,1.13,-15.2
CC(=O)NC(Cc1cccc(F)c1)C(=O)NC1CCN(C(=O)c2ccc(C)cc2)CC1 (configuration not stated),-9.0,7.8,1.1,92.0,-0.4,0.4,1.12,99.1,0.98,7.9
